TWEAK-Fn14 inh: inhibitors of TWEAK-Fn14 signaling, primary screen, luciferase reporter cells, uHTS. AID 1159606, 2016. 2% of 360,000 active. TWEAK-stimulated Fn14 reporter cells, luciferase luminescence, 8 h. inhibition, % at 10 µM; in the data active means inhibition above about 50%
C8 TRAIL sens: viability loss with TRAIL in NB7+C8 cells, primary screen, TRAIL sensitizer project, cell-based, ATPlite luminescence | inhibition (viability loss, TRAIL sensitization), % at 10 µM | 1% of 360,000 active | AID 624354, 2012;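 active means compounds causing at least 50% loss of cell viability in the single-dose screen, relative to plate controls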
Peg3 promoter: Peg3 promoter-driven luciferase inhibitors, primary screen, cell-based, HeLa, luciferase luminescence; HeLa PEG-Prom luciferase reporter, overnight; inhibition, % at 20 µM; 1.7% of 360,000 active;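 active means inhibition of at least 50% at 20 µM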
TROY NFkB inh: inhibitors of TROY-driven NF-kB signaling, primary screen, Q293 LMP1-TROYcd cells, NF-kB luciferase, uHTS; Q293 LMP1-TROYcd NF-kB luciferase reporter, 4 h; inhibition, % at 10 µM; 0.98% of 360,000 active; AID 1347056, 2019;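 active means compounds whose plate-normalised and pattern-corrected inhibition of the luciferase reporter signal at the single screening dose is 50% or more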
KKLEB tox: cytotoxicity in KKLEB CF airway cells, primary screen, cytotoxicity control for CF NF-kB inhibitor project, cell-based, uHTS, fluorescence assay plates; KKLEB CF airway cells viability, ATPlite luminescence, overnight; hits give low values; cells stimulated with P. aeruginosa culture filtrate; activity change (cytotoxicity), % at 5 µM; 0.36% of 360,000 active; AID 602141, 2011;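 active means corrected activity change at or below -50% at 5 µM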
Shn3 3UTR inh: reduction of Shn3 3'UTR firefly luciferase signal, primary screen, Schnurri-3 inhibitor project, cell-based, Clone20 osteoblasts, set 2 | Clone20 osteoblast Shn3 3'UTR firefly luciferase, 24 h | inhibition, % at 12.5 µM | 0.52% of 360,000 active | AID 588674, 2011;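 active means mean inhibition of at least 75% with every replicate also reaching 75%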;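 further: 0% = median of neutral control wells and 100% = pilot-screen positive control compound; some compounds past the cut are filed as inactive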
NR2E3 ag-1: inhibitors of NR2E3-RetCOR corepressor binding, primary screen, NR2E3 agonist project, biochemical, TR-FRET, GST-NR2E3, biotin-RetCOR | inhibition of corepressor binding, % at 4.78 µM | 1536-well | Photoreceptor-specific nuclear receptor (Homo sapiens), Q9Y5X4 | AID 2300, 2010 | 0.12% of 320,000 active;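 active means percent inhibition above the cutoff of mean plus 3 SD of all tested compounds, set per screening campaign, cut at about 20% in these data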;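 further: 0% = DMSO wells and 100% = biotin wells as full block of FRET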
Target sequence (Q9Y5X4 whole entry, looked up): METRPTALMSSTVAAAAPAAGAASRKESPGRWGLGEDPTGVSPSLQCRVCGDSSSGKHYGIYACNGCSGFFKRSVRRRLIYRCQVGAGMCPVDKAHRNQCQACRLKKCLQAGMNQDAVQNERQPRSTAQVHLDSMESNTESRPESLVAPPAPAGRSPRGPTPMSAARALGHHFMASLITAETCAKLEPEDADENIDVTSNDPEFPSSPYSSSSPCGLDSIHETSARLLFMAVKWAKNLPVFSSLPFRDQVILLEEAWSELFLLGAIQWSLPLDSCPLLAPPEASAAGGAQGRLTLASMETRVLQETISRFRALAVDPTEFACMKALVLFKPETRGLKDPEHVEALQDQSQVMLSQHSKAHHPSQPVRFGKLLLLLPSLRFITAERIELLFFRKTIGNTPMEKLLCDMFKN
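Material – GST-tagged NR2E3 plus biotinylated RetCOR corepressor · Quantity – NR2E3 fusion 1.35 nM · Times – 5 h incubation at 4 °C · Medium – pH 7.5 Tris-based buffer · Technique – TR-FRET, Eu(K)-anti-GST donor, streptavidin-D2 acceptor, ex 340, em 617/671 nm · Benchmarks – high control biotin, low control 0.6% DMSO · Format – 1536-well plates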
HIF-2a inh: HIF-2a reporter inhibitors, primary screen, luminescence, 786-0 RCC cells; 786-0 RCC cells HIF-2a reporter, luciferase luminescence, overnight; AID 624352, 2012; 0.72% of 360,000 active; inhibition, % at 18.8 µM;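 active means inhibition of the luminescence signal of 40% or more relative to plate controls, in a single-dose primary screen at 18.75 µM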
CF NFkB block: inhibitors of PAF-induced NF-kB signaling, primary screen, cell-based, GFP fluorescence, uHTS; KKLEB NF-kB-GFP reporter, GFP fluorescence overnight; inhibition, % at 5 µM; 0.86% of 360,000 active; AID 588850, 2011;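 active means at least 50% inhibition at 5 µM, scaled per plate between neutral and stimulator controls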;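 further: PAF is a Pseudomonas aeruginosa culture filtrate used as stimulus; plate controls were PAF-stimulated DMSO wells for no effect and unstimulated DMSO wells for full effect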
NR2E3 ag-2: NR2E3 agonists in two-hybrid cells, primary screen, cell-based, luminescence, CHO-S, Gal4-NCOR/VP16-NR2E3. Photoreceptor-specific nuclear receptor (Homo sapiens), Q9Y5X4. luciferase. inhibition of corepressor binding, % at 3.98 µM. 0.35% of 360,000 active. AID 602229, 2012;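 active means inhibition above the mean of all tested compounds plus 3 SD, cut at about 70% in these data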;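 further: 0% = DMSO with NR2E3 transfected cells and 100% = cells lacking NR2E3 construct; higher means lower luciferase signal from less NR2E3 corepressor binding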
MITF TRPM1 inh: inhibitors of MITF-dependent TRPM1 promoter reporter, primary screen, cell-based, SK-MEL-5, single point, luciferase. SK-MEL-5 TRPM1 promoter luciferase, 24 h. inhibition, % at 12.5 µM. 0.83% of 330,000 active;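 active means mean inhibition across replicates of 60% or more, whatever share of single replicates reaches that level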; further: values of inactives mirror those of a sister screen read the other way
Starred values were filed as active, the others as inactive; · = not tested or not shown. Some of the compounds tested (hit frequency here may not be typical).

SMILES	TWEAK-Fn14 inh	C8 TRAIL sens	Peg3 promoter	TROY NFkB inh	KKLEB tox	Shn3 3UTR inh	NR2E3 ag-1	HIF-2a inh	CF NFkB block	NR2E3 ag-2	MITF TRPM1 inh
c1ccc(-c2cc(N3CCCCC3)nc(-c3ccccc3)n2)cc1	-6.3	27.4	-2.0	5.7	-0.2	-4.5	-1.5	18.2	6.1	-41.7	1.5
Cc1ccc(C(=O)Oc2ccc([N+](=O)[O-])cc2)cc1S(=O)(=O)N1CCCCCC1	6.4	4.0	30.7	12.8	11.3	-3.5	2.4	18.0	4.1	-34.2	-14.0
O=C(Nc1ccc(OCc2ccccc2)cc1)c1cccnc1	-11.9	9.2	-53.6	-32.8	8.9	-15.5	1.1	-107.4	7.0	-31.5	-41.1
CCCCOc1ccc(C(=O)N/C(=C/C=C/c2ccccc2)C(=O)NCCO)cc1	14.4	-1.8	-2.6	-4.0	2.9	-26.1	0.0	-3.1	2.8	0.5	6.1
CC(=O)N1CCOc2ccc(S(=O)(=O)N3C(C)CCCC3C)cc21 (stereo not given)	4.2	-11.1	16.8	0.3	0.5	23.0	1.1	7.8	-1.4	-11.9	7.6
CC(C)C(=O)Nc1cccc(S(=O)(=O)NC2=NCCC2)c1	10.3	-3.4	5.8	-3.9	23.4	-50.0	·	9.7	-19.5	-29.2	·
Cc1c(C(=O)O)sc(S(=O)(=O)N2CCN(C(=O)Cc3ccc(Cl)cc3)CC2)c1C(=O)O	-2.2	2.1	4.8	-2.5	11.2	-0.1	·	8.4	-9.4	-26.8	7.2
CCOC(=O)C1CCN(C(=O)c2cc3cc4ccc(C)cc4nc3o2)CC1	-34.8	-4.8	-232.8	-41.4	-3.8	-84.6	-1.8	-57.5	-13.8	-165.7	-14.4
O=C(c1cc2nc(-c3ccc(F)cc3)cc(C(F)(F)F)n2n1)N1CCCCC1c1cccnc1 (stereo not given)	61.4*	21.9	11.9	45.2	-10.1	89.7*	-0.3	-4.3	31.3	51.8	39.5
Cc1cc(Nc2ccc(F)cc2)c2ccccc2n1	-16.6	2.1	-1.4	-4.8	-3.8	11.6	·	13.2	0.4	-16.4	·
COc1cc(OC)cc(C(=O)NCCOC23CC4CC(CC(C4)C2)C3)c1	-2.7	-1.4	13.6	3.1	-5.6	14.0	3.6	11.3	5.7	-7.4	7.7
N#CC(c1cccc([N+](=O)[O-])c1)C(CC(=O)c1ccccc1)c1ccccc1 (stereo not given)	-1.2	12.3	1.4	10.8	-8.9	47.3	·	-24.1	18.1	-2.2	·
CC(C)CNS(=O)(=O)c1ccccc1C(=O)N1CCCCC1	7.5	-0.6	3.9	5.8	1.8	-7.3	2.0	24.4	9.5	-0.4	17.2
Cc1ccc(S(=O)(=O)/N=C(/Nc2ccc3[nH]c(=O)[nH]c3c2)c2ccccc2)cc1	-2.0	-1.8	-0.8	6.5	8.9	6.9	-0.3	6.9	-35.1	-0.3	1.5
O=C(CSCc1ccccc1)NCCCN1CCOCC1	-5.9	7.0	10.4	-0.2	5.9	-17.6	4.1	12.0	-3.6	-21.3	-7.0
CCn1c(SCC(=O)N2CCOCC2)nc2ccccc21	6.8	-5.6	2.9	-11.1	-12.0	-0.4	-2.3	2.2	6.7	-0.7	-3.2
CC(C)NS(=O)(=O)c1ccc(NC(=O)NC2CCCCC2)cc1	1.1	21.6	-9.0	-20.3	0.8	-29.6	2.2	-39.8	-17.1	9.9	-10.2
O=C(c1cccnc1)N1CCN(c2ccc(Cl)cc2)CC1	28.3	-1.9	3.0	-29.8	3.1	-5.4	1.1	17.1	9.2	14.5	-2.9
O=C(NC1CCCCC1)c1cc2ccccc2cc1O	30.7	-18.1	-200.3	8.8	-10.5	64.5	2.5	-94.6	4.2	-21.0	-28.8
O=C(Nc1ccc2c(c1)C(=O)NC2=O)c1ccc(Cl)s1	-20.1	3.7	-10.5	-25.9	-5.3	-14.7	1.2	-22.6	3.0	-7.2	-27.9
CN(Cc1ccccc1)c1nc2c(c(=O)[nH]c(=O)n2C)n1CCCc1ccccc1	-9.5	-10.3	2.3	-2.7	-6.2	-3.6	1.7	14.0	12.5	0.1	-10.2
Cc1c(NC(=S)/C=C2\N(C)c3ccccc3C2(C)C)c(=O)n(-c2ccccc2)n1C	16.5	-3.9	11.3	16.4	-6.7	40.2	5.4	5.5	-0.9	9.3	6.6
CCCCN1C(N)=NC[C@@H]1Cc1ccc(O)cc1	0.1	-4.9	1.7	9.2	7.5	22.6	-0.4	-11.3	-3.7	4.7	-7.4
COCC(=O)Nc1cc(OC)ccc1OC	-11.6	-2.7	-1.1	2.4	4.0	20.0	0.7	20.3	5.2	-18.1	6.7
Cc1cc(C)n(-c2ccc(C(=O)N3CCN(S(=O)(=O)c4ccc(OC(F)(F)F)cc4)CC3)cc2)n1	7.9	-13.0	6.0	8.7	3.6	25.5	·	-6.5	-2.2	30.3	·
Cc1ccc(NC(=O)c2cccnc2C(=O)O)nc1	14.7	-9.5	-5.7	-2.4	7.6	22.6	-3.9	-16.6	-1.4	3.3	3.2
COc1ccccc1CC(=O)Nc1ccc(F)cc1F	-2.7	-4.3	-2.6	-10.7	5.3	10.8	1.1	3.3	-3.9	-8.3	1.0
COC(=O)c1cc(NC(=O)Cn2c(=O)cnc3ccccc32)cc(C(=O)OC)c1	3.1	-2.0	21.2	-10.9	-7.2	2.6	-8.5	2.5	-6.6	-14.2	6.9
CC(C)Cn1cc(C(=O)NCCCN2CCC(C)CC2)c2c3ccccc3n(C)c2c1=O	4.8	10.5	6.3	12.0	12.2	-1.8	3.5	11.3	-11.6	-0.5	-12.5
CN(C)CCNC(=O)c1ccc(COCC(F)(F)F)cc1	6.0	-8.8	-18.6	-2.1	6.1	6.0	-0.1	3.0	6.2	-12.2	4.5
CCOC(=O)C(Cc1ccc(NC(=O)/C(=C/c2ccccc2)NC(=O)c2ccccc2)cc1)N1C(=O)c2ccccc2C1=O (stereo not given)	40.9	10.6	22.8	14.9	-22.8	0.1	-1.9	13.6	3.4	-33.2	9.0
COc1ccc(-c2cc(C(=O)O)no2)cc1	-14.1	-5.0	3.9	-3.6	-5.8	-5.0	3.8	20.1	-6.1	3.9	4.6
CCCNC(=O)CN(C)C(=O)c1n[nH]c2ccccc12	6.8	-9.1	-8.0	-8.7	-16.0	3.8	1.3	6.9	12.1	-1.2	2.5
CCOC(=O)Cn1c(=NC(=O)C2CC2)sc2c(C)cc(C)cc21	-7.5	10.2	11.3	-7.6	1.3	15.3	1.2	3.3	-4.0	-21.0	14.0
Cc1cccc(C)c1-n1c(C)cc(/C=N\Nc2ccc([N+](=O)[O-])cn2)c1C	79.7*	7.5	-42.5	·	-1.9	2.1	4.1	-23.9	-22.8	-110.8	-18.9
O=C(Nc1ccc(Cc2ccc(NC(=O)N3CCOCC3)cc2)cc1)N1CCOCC1	-18.7	-1.2	-9.2	-5.6	-6.9	12.4	-3.6	10.8	9.5	5.7	11.5
C=CCn1c(CSc2ccc(C)cc2)n[nH]c1=S	15.8	4.2	-23.9	2.9	6.7	-26.3	3.2	3.7	5.4	-19.1	-1.0
Cc1ccc2c(C)c(C(=O)N3CCC(O)(c4ccccc4)CC3)oc2c1C	-0.1	-16.7	3.2	24.2	-5.3	-0.2	-0.3	-3.9	-10.4	-1.0	-1.1
CCC(=O)Nc1ccc(S(=O)(=O)Nc2nccs2)cc1	-6.8	13.7	17.1	3.0	4.3	-11.0	-5.6	20.2	9.1	12.1	1.8
CCC(=O)N1CCc2cc(S(=O)(=O)CCC(=O)N3CCCC(C)C3)ccc21 (stereo not given)	0.7	-5.1	-3.8	10.1	-13.3	11.5	-3.8	3.8	14.7	-9.0	0.8
COc1ccccc1C(=O)NC(CCSC)C(=O)OCC(=O)N1CCCC1=O (stereo not given)	0.1	5.5	8.8	15.1	12.4	-21.0	3.0	15.0	-24.7	-11.5	3.5
CCOC(=O)c1ccc(C(=O)NNC(=O)C2C3C=CC(C3)C2C(=O)O)cc1 (stereo not given)	8.0	3.8	7.2	4.7	7.4	6.1	·	-2.7	3.5	-24.7	17.3
C/C(=N/NS(=O)(=O)c1ccc(C)cc1C)c1c[nH]c2ccccc12	17.9	-11.6	20.9	0.5	-11.4	18.3	·	6.6	14.6	5.6	5.4
Cc1cc(S(=O)(=O)N2CCOCC2)ccc1OCC(=O)Nc1ccc(F)c(Cl)c1	7.2	-0.2	-10.8	-1.1	0.1	17.1	1.9	19.4	6.5	-6.1	-9.0
CCN(CC)C(=O)c1ncn(C)c1C(=O)N(CC)CC	-2.8	-0.4	16.2	2.5	7.7	14.4	·	4.0	-12.9	-10.5	-0.7
COC(=O)C1=C(C)N=c2s/c(=C/c3cccs3)c(=O)n2C1c1ccc(F)cc1 (stereo not given)	-3.5	-1.8	2.2	-17.2	14.8	-26.8	3.5	-10.1	0.5	3.7	-5.6
CNC(=O)CN(c1ccc2c(c1)OCCO2)S(C)(=O)=O	9.7	-8.6	-1.4	1.6	5.5	4.4	-4.2	-2.7	-4.8	4.5	4.1
Cc1cccc(N2CCN(C(=O)c3ccncc3)CC2)c1C	24.4	-11.0	22.6	2.3	-11.0	10.8	1.4	23.3	7.1	-6.9	15.0
COc1ccc(OC)c(C2CC(=O)N3CN(c4cccc(Cl)c4)CSC3=C2C#N)c1 (stereo not given)	7.9	-11.4	6.4	9.3	16.1	9.5	3.5	1.4	-32.2	8.9	·
Cc1ccc(CN2CCN(Cc3cccn3-c3ccccn3)CC2CCO)o1 (stereo not given)	10.1	9.0	-6.9	-4.4	3.6	-0.7	-2.1	3.7	2.1	-16.6	1.7

Pulled by structure from above (two):
SMILES	TWEAK-Fn14 inh	C8 TRAIL sens	Peg3 promoter	TROY NFkB inh	KKLEB tox	Shn3 3UTR inh	NR2E3 ag-1	HIF-2a inh	CF NFkB block	NR2E3 ag-2	MITF TRPM1 inh
Cc1cc(C)n(-c2ccc(C(=O)N3CCN(S(=O)(=O)c4ccc(OC(F)(F)F)cc4)CC3)cc2)n1	7.9	-13.0	6.0	8.7	3.6	25.5	·	-6.5	-2.2	30.3	·
COc1ccc(-c2cc(C(=O)O)no2)cc1	-14.1	-5.0	3.9	-3.6	-5.8	-5.0	3.8	20.1	-6.1	3.9	4.6
